Growth percent in the NCI-60 one-dose screen (48 h, 10 µM unless noted): 100 = growth as untreated, 0 = no growth, -100 = all killed.
786-0: 786-0 renal cancer cells. 81,000 tested, 5.1% active
HCC-2998: HCC-2998 colon cancer; 79,000 tested, 4.7% active; AID 1794799
SW-620: SW-620 colon cancer; 82,000 tested, 5.2% active; AID 1794795
UO-31: UO-31 renal cancer. AID 1794768. 81,000 tested, 5.2% active
TK-10: TK-10 renal cancer cells | 81,000 tested, 3.9% active
HCT-116: HCT-116 colon cancer; 82,000 tested, 7.3% active
HCT-15: HCT-15 colon cancer | 82,000 tested, 5.2% active | AID 1794746
SN12C: SN12C renal cancer cells; 81,000 tested, 3.8% active
HT29: HT29 colon cancer | 81,000 tested, 7.4% active
* hit, by the source's call; . = not tested or not shown; & = joins results of further samples. Rule for the calls: active = growth percent below 10; inactive = the rest. Compounds were not picked by outcome; overall some 12% were active at least once.

A first look (2 entries):
Under each structure – HCT-15	HCT-116	HT29	SW-620	SN12C	UO-31	786-0	HCC-2998	TK-10
S=C(c1cccs1)N1CCN(c2ccc(Cl)cc2)CC1
  90	75	95	104	99	92	83	96	97
CC(NCCc1ccccc1)C1CCOC1=O (stereo not given)
  105	103	.	109	106	98	86	95	119

The listing, repeating the preview:
Under each structure – HCT-15	HCT-116	HT29	SW-620	SN12C	UO-31	786-0	HCC-2998	TK-10
S=C(c1cccs1)N1CCN(c2ccc(Cl)cc2)CC1
  90	75	95	104	99	92	83	96	97
CC(NCCc1ccccc1)C1CCOC1=O (stereo not given)
  105	103	.	109	106	98	86	95	119
O=C(Nc1ccc2c(ccn2Cc2ccccn2)c1)c1cccnc1
  116	104	106	104	79	61	88	114	72
CCn1c(SCC(=O)c2ccc(Br)cc2)nnc1-c1ccncc1
  106	105	107	102	107	91	114	.	116
CCCCn1c(SCC(=O)Nc2ccc(S(=O)(=O)Nc3ccc(Cl)nn3)cc2)nc2ccccc2c1=O
  100	99	101	95	100	71	103	106	117
Clc1nc(-c2ccccc2)nc2ccccc12
  102	100	103	.	92	83	104	105	138
Cc1ccc(S(=O)(=O)Nc2ccc(C(=O)/C=C/c3cccc(F)c3)cc2)cc1
  80	22	96	93	90	82	99	101	104
NC(=O)c1ccc(Cl)nc1
  95	94	92	99	98	90	100	104	96
COc1ccc2c(c1)c(CC(=O)O)c(C)n2C(=O)c1ccc(Cl)cc1
  104	95	111	99	97	66	77	108	.
O=c1[nH]c(CN2CCCCC2)ccc1O
  95	95	110	98	97	96	102	110	110
CC1(C)CC(=O)C2=C(C1)Nc1c(C#N)c(N)[nH]c(=O)c1C2c1ccccc1 (stereo not given)
  98	99	68	106	109	86	103	93	75
CN(C=O)CCc1ccccc1
  103	82	105	102	101	99	96	100	97
COc1cc2nc3cc([N+](=O)[O-])ccc3c(NCCNCC(C)O)c2cc1OC (stereo not given)
  23	-19*	2.6*	-4.1*	-16*	29	-3.6*	-48*	14
O=C(Nc1ccccc1O)c1ccc(-n2nc(-c3ccccc3)c3ccccc32)cc1
  95	91	97	111	88	69	.	110	131
COc1ccc([Si](C)(C)CNCCSS(=O)(=O)O)cc1
  104	94	87	108	103	86	103	102	113
CC(=O)N1N=C(c2ccc(Nc3nc(Nc4ccc(F)cc4)nc(Nc4ccc(Cl)cc4)n3)cc2)CC1c1ccc(N(C)C)cc1 (stereo not given)
  38	24&130	37	78	66	51	44&113	22	51
CC1CN(c2nc3sc4c(c3c(=O)[nH]2)CCCC4)CC(C)O1 (stereo not given)
  103	107	98	102	104	86	98	110	115
CC1=C(C(=O)OCc2ccccc2)C(c2sccc2C)NC(=O)N1 (stereo not given)
  115	90	106	102	103	95	90	120	97
CCC(=O)c1cc2c(cc1C)C(C)(C)CCC2(C)C
  101	103	100	113	97	88	104	103	103
Cn1c(CO)cnc1-c1ccccc1
  103	106	100	107	98	100	97	98	157
CC1CC(=O)C2CC1C2(C)C (stereo not given)
  106	101	90	105	101	92	99	96	98
COc1ccc(/C=C2\N=C3SCN(c4ccc(C#N)cc4)CN3C2=O)cc1
  95	93	103	105	97	95	97	106	100
CC/C=C\C[C@H]1C/C=C2/C(=O)C=C[C@]2(C)C/C=C\CCCC(=O)O1
  93	87	86	112	108	78	99	105	79
O=C(/C=C/c1ccc(C(F)(F)F)cc1)c1ccc(Nc2nc(NCCO)nc(N3CCOCC3)n2)cc1
  7.6*	-28*	7.3*	-6.7*	72	48	-3.0*	64	82
Cc1cccc(C)c1Nc1nnc(-c2ccccc2)s1
  101	109	96	117	102	99	110	102	102
O=C(O)c1c(F)c(F)c(F)c(F)c1Cl
  95	86	105	93	99	92	104	107	106
CCOC(=O)C(Cc1ccccc1)(C(=O)OCC)C(Br)C(=O)c1ccccc1 (stereo not given)
  42	53	70	40	89	38	50	100	69
COc1ccc(-c2nc3ccc(-c4nnc(SCC(=O)Nc5ccc(C(=O)/C=C/c6ccc(OC)c(OC)c6)cc5)o4)cc3[nH]2)cc1
  68	58	106	86	91	74	91	119	105
O=c1c2cc(F)ccc2sc2c(N3CCNCC3)nc3ccccc3c12
  -41*	-46*	-38*	-87*	62	29	66	-92*	59
CN(C)S(=O)(=O)c1oc(-c2ccccc2)nc1C#N
  -12*	61	35	0.6*	72	-51*	66	108	.
COc1ccc(NC(=O)c2sc3nc4c(cc3c2N)C(=O)CCC4)c(OC)c1
  107	103	110	95	92	86	102	95	135
Cc1nc2ccc(Br)cn2c1-c1nnc(SCc2c(F)c(F)c(F)c(F)c2F)o1
  99	85	96	97	94	76	80	103	112
CC1(C)CC[C@]2(C(=O)O)CC[C@]3(C)C(=CCC4[C@@]5(C)C[C@@H](O)[C@@H]6OC(c7cccc([N+](=O)[O-])c7)OC[C@@]6(C)C5CC[C@]43C)C2C1 (stereo not given in full)
  38	49	59	74	62	60	91	42	72
O=C(Nc1cccc(Cn2c(=O)[nH]c3ccc(Oc4ncccn4)cc3c2=O)c1)Nc1ccccc1F
  105	81	75	104	101	104	79	97	90
COc1ccccc1N(CCO)CCO
  110	110	112	109	94	95	107	108	124
C#Cc1cccc(Nc2nc(Cl)nc3cc(NC(=O)CCl)ccc23)c1
  -78*	-90*	-38*	-78*	-71*	-96*	-84*	-84*	-96*
O=C(N/N=C/c1ccc(N2CCCCC2)cc1)c1cnc2n(c1=O)CCCCC2
  103	99	109	96	96	80	101	104	103
COc1ccc(N=S=O)cc1
  99	95	112	95	100	88	101	118	118
ClCc1ccc(-c2ccc(CCl)cc2)cc1
  92	81	80	67	80	74	99	108	100
CCCCCCCC/C=C\CCCCCCCCOc1ccccc1CC(=O)NCC[N+]1(C)CCCC1
  104	75	18	79	50	99	81	75	71
Cc1ccc(S(=O)(=O)C/C(=N\NC(=O)c2ccccc2)c2cc3ccccc3oc2=O)cc1
  109	105	101	107	96	93	103	109	108
COc1cc(N(C(C)=O)c2ccc(O)cc2)c2ncccc2c1
  98&100	112&105	124&104	106&106	99&98	92&81	101&98	113&110	100
O=C(Nc1ccc(CN2CCc3nc4cc(O)c(O)cc4cc32)cc1)Nc1ccc(Cl)c(C(F)(F)F)c1
  99	102	112	111	98	72	107	103	134
CCOC(=O)Cn1c(O)c(N=Nc2ccc(S(N)(=O)=O)cc2)c2ccccc21
  103	98	103	98	102	78	94	99	99
COc1cc(F)c(-c2nc3cccc(C)c3n2Cc2c(F)cccc2F)c(F)c1
  87	69	79	97	96	78	85	96	90
Cc1ccc(NC(=O)c2sc3nc(C)c(C(O)c4ccccc4)cc3c2N)cc1 (stereo not given)
  9.6*	14	9.2*	23	19	42	40	12	53
O=c1cc(COc2ccc(OCc3ccccc3)cc2)c2cc(Cl)ccc2o1
  103	86	90	97	94	75	97	106	87
CCCCCC1=C(C)C=C(C)CC1(C)CN(C)C (stereo not given)
  108	95	94	103	.	84	96	121	108
c1ccc(-n2cccn2)cc1
  106	106	102	97	106	83	111	141	98
Cc1ccc(CN(C)C)o1
  105	88	74	99	103	89	90	88	94
CC(C)n1c(NCCc2ccc(O)c(O)c2)nc2c1c(=O)n(C)c(=O)n2C
  99	97	98	102	98	87	90	87	85
O=C1/C(=C/c2cccc([N+](=O)[O-])c2)Sc2scc(-c3ccc([N+](=O)[O-])cc3)[n+]21
  96	93	116	106	111	74	87	101	95
Cc1nn(-c2ccccc2)c(Cl)c1/C=C1\N=C(c2ccccc2)N(C(=O)c2ccccc2)NC1=O
  99	96	92	106	98	94	84	99	112
COc1ccc(C2C3=C(CCCC3=O)N(c3sc4c(c3C#N)CCCC4)c3nc(N)c(C#N)c(N)c32)cc1OC (stereo not given)
  92	97	67	108	99	93	101	85	98
O=C(NC(=S)N1CCN(c2ncnc3c2cnn3-c2ccccc2)CC1)c1ccccc1
  95	99	108	97	98	75	98	103	142
COC(=O)/C=C/c1ccncc1
  97	102	102	106	91	79	98	101	112
Cn1c(=O)[nH]c(=O)c2nc(/C=C(\Nc3ccccc3)c3ccccc3)c(=O)[nH]c21
  101	106	108	104	99	89	104	103	102
COc1cc(-c2nn(-c3cccc(NC(=O)c4ccc(Br)c(C)c4)c3)cc2-c2ccncc2)ccc1Cl
  68	70	67	83	81	54	86	88	91
O=c1oc2ccccc2cc1-c1cnc2ccc(Cl)cc2n1
  99	101	100	108	107	76	107	104	127
N#C/C(=C\c1cccc(Cl)c1)C(=O)c1ccccc1
  101	95	104	102	98	88	100	98	89

Sorted by SMILES length (falling): some entries from above.
Under each structure – HCT-15	HCT-116	HT29	SW-620	SN12C	UO-31	786-0	HCC-2998	TK-10
CC1(C)CC[C@]2(C(=O)O)CC[C@]3(C)C(=CCC4[C@@]5(C)C[C@@H](O)[C@@H]6OC(c7cccc([N+](=O)[O-])c7)OC[C@@]6(C)C5CC[C@]43C)C2C1 (stereo not given in full)
  38	49	59	74	62	60	91	42	72
COc1ccc(C2C3=C(CCCC3=O)N(c3sc4c(c3C#N)CCCC4)c3nc(N)c(C#N)c(N)c32)cc1OC (stereo not given)
  92	97	67	108	99	93	101	85	98
Cn1c(=O)[nH]c(=O)c2nc(/C=C(\Nc3ccccc3)c3ccccc3)c(=O)[nH]c21
  101	106	108	104	99	89	104	103	102
Cc1ccc(NC(=O)c2sc3nc(C)c(C(O)c4ccccc4)cc3c2N)cc1 (stereo not given)
  9.6*	14	9.2*	23	19	42	40	12	53
COc1ccc(N=S=O)cc1
  99	95	112	95	100	88	101	118	118

Next part:
Under each structure – HCT-15	HCT-116	HT29	SW-620	SN12C	UO-31	786-0	HCC-2998	TK-10
CC(=O)/C=C/c1ccco1
  95&107	100&107	107&87	91&112	100&102	80&81	111&99	100&97	110&115
C[C@]12CCc3nc(-c4cccc(Oc5cccc(C(F)(F)F)n5)c4)sc3C1=CC[C@@H]1[C@@H]2CC[C@]2(C)/C(=N\NC(=O)c3ccncc3)CC[C@@H]12
  96	91	96	102	93	76	95	105	105
O[C@H]1[C@H](c2c[nH]c3ccccc23)c2c([nH]c3ccccc23)[C@@H](c2c[nH]c3ccccc23)[C@@H]1O
  90	73	99	96	100	57	99	101	142
O=c1oc2cc(N3CCOCC3)ccc2cc1-c1nc2ccccc2[nH]1
  113	91	102	94	98	75	100	102	107
CC(=O)c1cc(C(=O)N2c3ccccc3Sc3ccccc32)c2c(C)cccn12
  87	57	53	93	102	75	86	99	95
Nc1ccc(S(=O)(=O)Nc2ccnn2-c2ccccc2)cc1
  100	109	109	101	100	82	105	99	117
CCO/C=N/C1=C(C#N)C(c2ccc(Cl)cc2)c2sc3c(CC)cccc3c2O1 (stereo not given)
  23	23	11	32	36	39	42	24	61
C=Cn1c(C(=O)c2c[nH]c3ccccc23)n[nH]c1=S
  105	98	95	101	95	76	103	99	118
CN1CCN(c2nc(-c3ccccc3)cc(=O)n2C)CC1
  105	100	93	108	94	90	100	108	102
Cc1ccc2nc3sc(C(=O)Nc4ccc(C(=O)/C=C/c5ccc(Cl)cc5)cc4)cc3cc2c1
  105	92	103	100	98	81	106	103	99
CCc1c(C)c2ccc(O)c(-c3cc(-c4ccccc4)c(C#N)c(N)n3)c2oc1=O
  98	81	97	99	93	70	91	102	91
O=C(O)/C=C/c1ccncc1
  103	102	100	114	102	92	112	111	102
CC12CC[C@@H]3[C@]4(C)COC(c5cn[nH]c5-c5ccccc5)O[C@@H]4CC[C@@]3(C)[C@@H]1CC(C1=CCOC1=O)O2 (stereo not given in full)
  96	99	99	.	89	73	107	114	109
Cn1cc(/C=C/C(=O)/C=C(O)/C=C/c2cn(C)c3ccccc23)c2ccccc21
  93	88	103	85	102	81	97	103	120
CCOC(=O)c1ccccc1C(C(=O)NC1CCCCC1)N(C)Cc1ccccc1 (stereo not given)
  86	73	80	89	78	77	92	88	97
COc1ccc(-c2cc(-c3ccc(NC(=O)CSc4nc5ccccc5c(=O)n4-c4ccccc4)cc3)nc(N)c2C#N)cc1
  92	99	106	101	96	94	99	104	102
Cc1nn2c(-c3nc4cc(Cl)c(Cl)cc4[nH]3)c(-c3ccc(F)cc3)nc2s1
  77	2.8*	20	39	34	-67*	-80*	76	-33*
CCCN1[C@@H]2CC[C@H]1/C(=C\c1cc(OC)ccc1OC)C1=C2[C@@H](c2cc(OC)ccc2OC)C(C#N)=C(N)O1
  41	58	51	86	73	47	.	90	104
CCN(CC)C(=S)SCCC(N)=O
  103	112	103	111	101	91	104	100	96
CN1CCc2c(sc3ncnc(N/N=C/c4ccc(Cl)cc4Cl)c23)C1
  10	-64*	-88*	.	-33*	-96*	-94*	24	-84*
CC(Cc1ccccc1)NN(CS(=O)(=O)O)CS(=O)(=O)O (stereo not given)
  100	81	93	103	96	88	99	105	104
CC(=O)O[C@@]1(c2cn(-c3cccc(C(=O)O)c3)nn2)CC[C@H]2[C@@H]3CCC4=CC(=O)CC[C@@H]4[C@H]3CC[C@@]21C
  91	103	110	100	93	81	106	118	111
CCN(CC)C(C)CN1c2ccccc2Sc2ccccc21 (stereo not given)
  90	68	43	96	80	49	86	85	.
C[C@H]1[C@H]2[C@H]3CC[C@@H]4[C@@]5(C)CCCNC(C)(C)[C@@H]5CC[C@@]4(C)[C@]3(C)CC[C@@]2(C(=O)N2CCN(C)CC2)CC[C@@H]1C
  101	98	106	102	98	85	96	110	104
CCCCCC(=O)c1ccccc1
  104	93	105	121	114	79	90	98	99
CCOC(=O)C(=CNc1ccccc1[N+](=O)[O-])C(=O)OCC
  108	100	93	100	94	78	97	96	106
CNS(=O)(=O)c1ccc2c(c1)[nH]c(=S)n2C
  98	108	109	98	96	109	108	109	124
CC(C)(C)C(=O)/C=C/c1cccc([N+](=O)[O-])c1
  45	26	47	14	80	83	104	115	101
